Cneo AK release – Cryptococcus neoformans lysis via adenylate kinase release | C. neoformans lysis, adenylate kinase release luminescence, 4 h; normalised: neutral wells 0, clomiphene wells 100 | lysis activity, % at 15 µM | 360,000 compounds, 0.2% hits;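 active means mean lysis activity across replicates of at least 80%, whatever share of replicates individually reach that level; inactive means mean lysis activity below 80%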
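read-out = cell lysis signal | test system = log-phase Cryptococcus neoformans yeast cells | input = cells at 5 × 10^6 per mL | medium = fresh YPD growth medium | signal = luminescent adenylate kinase detection reagent | timing = 4 h at 37 °C static, read 1 h later | dosing = single dose | controls = Clomiphene as positive lysis control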
PGC1a acetyl inh – lowers PGC1a acetylation signal in U2OS cells; AlphaScreen anti-acetyl-lysine; with virally co-expressed GCN5 acetyltransferase; AID 651687; 350,000 compounds, 0.17% hits; inhibition, % at 15.6 µM;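 active means every replicate shows inhibition of at least 40%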;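 further: 0% = neutral control wells and 100% = positive control wells; some results beyond the cut were filed as inactive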
GSIS activator – GLuc luminescence reporter in INS-1E cells, primary screen for activators of glucose-dependent secretion of insulin. INS-1E GLuc reporter insulin secretion, 2-3 h. activation, % at 16.6 µM. 370,000 compounds, 0.61% hits. AID 743287;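 active means lowest replicate activation of at least 40%, so every replicate reaches that level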;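 further: 0% = median of neutral control wells and 100% = median of IBMX positive control wells; some compounds called inactive have numbers as strong as hits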
PAX8 reporter – PAX8 transcriptional activity inhibition | AID 652154 | inhibition, % at 12.6 µM | 360,000 compounds, 1.2% hits | RMG-I TPO-luciferase reporter, SteadyGlo, 24 h;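 active means mean replicate inhibition at least 60% with every replicate also reaching 60%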;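 further: luciferase light reporting Pax8 driven TPO promoter activity; plate controls were median of neutral control wells for no effect and mitoxantrone controls for full effect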
ARNT TACC3 PPI – disrupts binding between human ARNT and TACC3 | Q9Y6A5 | AlphaScreen His-ARNT PAS-B/GST-TACC3 binding, luminescence; TACC3 fragment carries E629A point mutation | inhibition, % at 9.99 µM | 390,000 compounds, 0.66% hits | AID 623870;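 active means mean inhibition of replicates at least 50% and at least half of replicates each reaching 50%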;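 further: 0% = complete ARNT plus TACC3 wells and 100% = ARNT alone without TACC3; many hits fall short of the cut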
Statin myotox sup – suppressors of simvastatin-induced myotoxicity in C2C12 myotubes; ATP luminescence, 48 h; scaled: DMSO 0, geranylgeraniol control 100; rescue of ATP level, % at 7.49 µM; 330,000 compounds, 0.78% hits;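 active means mean ATP rescue above about 67%, or every replicate alone reaching that limit, limit read from the data, passing the limit was not always enough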;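 further: myotubes were challenged with 10 µM simvastatin during compound exposure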
PglD DTNB – blocks C. jejuni PglD acetyltransferase activity. purified PglD enzyme, DTNB colorimetric CoA detection. inhibition, % at 12.5 µM. 360,000 compounds, 0.098% hits; in the data active means inhibition above about 16%, passing the limit was not always enough; further: strong numbers were not always called active
LGR2 antag – inhibitors of bursicon-induced Drosophila LGR2 receptor cAMP signaling. HEK293 LGR2, CRE-luciferase, bursicon-stimulated, 4 h. inhibition, % at 9.99 µM. 380,000 compounds, 0.35% hits. AID 720647;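 active means drop in luminescence signal, shown as inhibition above about 50% in the replicate tests, limit read from the data, passing the limit was not always enough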;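 further: agonist challenge used bursicon conditioned medium at about half maximal strength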
Numbers without * were called inactive; . = no result given.

SMILES	Cneo AK release	PGC1a acetyl inh	GSIS activator	PAX8 reporter	ARNT TACC3 PPI	Statin myotox sup	PglD DTNB	LGR2 antag
O=C(COC(=O)c1ccccc1SCC(=O)N1CCCC1)Nc1ccccc1C(F)(F)F	0.0	8.7	9.2	-2.5	1.3	1.3	-1.9	17.3
O=C(c1cnn2c1NC(c1ccc(Br)cc1)CC2C(F)(F)F)N1CCN2CCCC2C1 (configuration not stated)	.	5.3	-13.3	.	8.4	.	.	0.9
N#CC1=C(N)Oc2cc(N)ccc2C1c1ccc(F)cc1F (configuration not stated)	0.6	8.0	25.5	33.1	-8.0	-2.9	0.9	13.1
Cc1ccc(NC(=O)c2ccc3c(c2)S(=O)(=O)c2ccccc2C3=O)cc1S(=O)(=O)N1CCOCC1	0.4	-5.5	-3.1	-6.2	-9.3	2.6	-22.2	7.3
Nc1nc(-c2ccco2)nn1C(=O)c1ccccc1Cl	.	-9.1	-0.2	0.5	0.1	.	.	6.3
COc1ccc2[nH]c(=O)c(CN(Cc3ccc4c(c3)OCO4)C(C)=O)cc2c1	3.4	-11.0	.	.	.	7.2	-0.7	.
CCOc1ccc(N(C)S(=O)(=O)c2cc(-c3cc(C)no3)ccc2C)cc1	-9.0	.	-14.0	38.4	-4.9	-39.2	-4.6	25.9
O=C(Nc1ccc(F)cc1)N[C@H]1C=C[C@@H](CC(=O)N2CCCCC2)O[C@H]1CO	1.9	-5.7	3.1	-7.2	.	2.6	-1.4	-4.3
COc1cccc(/C=C2\SC(=O)N(CC(=O)NCCCn3ccnc3)C2=O)c1	1.9	8.8	0.5	-3.0	7.2	10.3	3.1	-7.1
COc1cccc(NC(=O)c2ccc(NC(C)=O)cc2)c1	-1.8	.	2.3	.	-5.6	0.5	5.8	-26.9
COc1ccc(Cl)cc1NC(=O)CN(C)C(=O)Cc1ccc2c(c1)CCC2	-2.7	-2.2	-30.6	14.5	0.0	.	0.3	-4.2
CCS(=O)(=O)Nc1ccc2c(c1)C(=O)N(C)C[C@H](OC)[C@H](C)CN(Cc1nccs1)[C@H](C)CO2	1.6	-2.4	-3.4	.	-12.5	-1.1	-4.9	-2.6
COC(=O)c1ccc2c(c1)N(C)C(=O)CS2	0.5	2.2	-8.5	.	-2.0	-4.6	-0.2	17.1
CCOC(=O)/C(C#N)=C1/SC(CC)C(=O)N1c1ccc(C)cc1 (configuration not stated)	1.8	13.7	.	.	-28.8	0.2	-5.5	.
CCOc1ccc(/C=N/N2C(C)CCCC2C)cc1 (configuration not stated)	-0.9	-2.7	0.3	10.5	-4.6	-8.5	-4.9	-21.4
C[C@@H]1CN([C@H](C)CO)S(=O)(=O)c2ccc(C3=CCCC3)cc2O[C@@H]1CN(C)S(C)(=O)=O	.	-10.0	7.6	.	.	-6.3	.	6.2
CC(C)CCNC(=O)CN1C(=O)NC(c2ccccc2)(c2ccccc2)C1=O	7.1	.	-34.6	3.2	10.2	7.6	-3.6	16.4
CC=Cc1ccc2n(c1=O)C[C@H]1[C@H](CO)[C@@H](C(=O)NCCC)N(C(=O)CC3CC3)[C@@H]21 (mixture of isomers)	3.5	.	-2.5	-8.1	-1.0	-16.9	2.2	-9.6
CCOCc1cnc(C)nc1NCC(=O)c1c(C)[nH]c2cc(C)ccc12	0.4	-14.7	17.4	.	-5.1	-90.0	-2.4	8.2
Cc1ccc(NC(=O)C(c2ccccc2)N2CCN(CC(=O)NC3CC3)CC2)cc1Cl (configuration not stated)	-2.1	-14.9	-18.0	4.1	0.9	-14.0	-5.3	-78.9
CCOc1ccc(N(CC(=O)NCc2ccccc2)S(=O)(=O)c2c(C)noc2C)cc1	0.2	-4.3	3.5	16.2	-7.0	9.9	-2.7	-2.6
COCC(=O)N1CC(=O)N2[C@H](C1)[C@H](c1ccc(C#CCc3ccccc3)cc1)[C@@H]2CO	.	12.4	13.1	1.2	.	.	.	-0.7
C[C@H](NC(=O)[C@H]1N2C(=O)c3ccccc3C2SC1(C)C)C(=O)N1CCN(C)CC1 (some centres not stated)	1.1	5.8	18.5	5.6	-6.7	3.6	2.4	0.2
O=C(Cn1sc2ccccc2c1=O)NC12CC3CC(CC(C3)C1)C2	-0.4	9.5	.	.	0.8	15.2	4.4	.
COc1ccc(NC(=O)CN(C)CC(=O)N2CC(=O)Nc3ccccc32)cc1	2.2	4.0	13.2	9.1	-8.6	5.4	0.9	-3.5
Cc1ccc(NC(=O)c2cc(S(=O)(=O)N(C)C)ccc2N2CCCC2)cc1S(=O)(=O)N(C)C	.	.	-10.5	12.6	4.0	-8.7	.	-8.2
CC1(C)Oc2ccc3ccc(=O)oc3c2C(N2CCCCC2)C1O (configuration not stated)	-0.2	4.7	.	-11.2	1.1	1.6	-2.3	.
C[C@@H]1CN([C@H](C)CO)C(=O)c2cc(C#CC3CCCCC3)cnc2O[C@@H]1CN(C)C(=O)C1CCCCC1	2.4	-8.0	-15.5	.	7.4	-29.0	0.7	-3.9
CCN(Cc1ccncc1)C(=O)c1ccc(C)o1	-0.9	10.7	5.6	10.1	3.0	.	7.5	-12.9
CCc1ccccc1NC(=S)N1CCN(c2ccccc2F)CC1	4.2	.	2.8	-9.4	-1.6	14.1	-2.9	10.2

Part of the list above, field by field.
> C[C@@H]1CN([C@H](C)CO)C(=O)c2cc(C#CC3CCCCC3)cnc2O[C@@H]1CN(C)C(=O)C1CCCCC1
  Cneo AK release: 2.4 | PGC1a acetyl inh: -8.0 | GSIS activator: -15.5 | PAX8 reporter: . | ARNT TACC3 PPI: 7.4 | Statin myotox sup: -29.0 | PglD DTNB: 0.7 | LGR2 antag: -3.9

> Cc1ccc(NC(=O)C(c2ccccc2)N2CCN(CC(=O)NC3CC3)CC2)cc1Cl (configuration not stated)
  Cneo AK release: -2.1 | PGC1a acetyl inh: -14.9 | GSIS activator: -18.0 | PAX8 reporter: 4.1 | ARNT TACC3 PPI: 0.9 | Statin myotox sup: -14.0 | PglD DTNB: -5.3 | LGR2 antag: -78.9

The list goes on:
SMILES	Cneo AK release	PGC1a acetyl inh	GSIS activator	PAX8 reporter	ARNT TACC3 PPI	Statin myotox sup	PglD DTNB	LGR2 antag
COc1ccc(NC(=O)[C@H](C)NC(=O)C2CCN(S(=O)(=O)c3ccc(OC)cc3)CC2)cc1	-0.2	-1.6	-22.0	-6.3	-2.3	1.3	-1.4	-4.4
O=C(NNC(=S)NCc1ccccc1)c1ccc2c(c1)OCO2	.	.	0.7	8.8	20.9	7.0	.	-17.9
O=C(NCCOc1ccccc1)c1ccccc1	4.9	-11.8	.	.	21.5	-1.7	3.0	.
Cc1ccc(/C=C/C(=O)C2C(=O)c3ccccc3C2=O)cc1	.	11.0	4.5	.	9.7	.	.	6.8
N#C/C(C(=O)N1CCCCC1)=C1/N=C(N)c2ccccc21	.	.	-2.3	-3.1	-3.2	.	.	-7.8
COc1ccc(CNC(=O)C2CCN(S(=O)(=O)N3CCOCC3)CC2)cc1	-0.5	2.6	.	.	-2.1	4.7	3.7	.
CC(=O)c1cccc(NC(=O)CSc2nc(N3CCCCC3)nc(N3CCCCC3)n2)c1	0.3	-6.1	5.1	-40.9	-7.2	-3.5	0.1	.
COc1ccccc1N1CCN(C(=O)c2ccc(Cn3c(=S)[nH]c4cc5c(cc4c3=O)OCO5)cc2)CC1	0.4	3.9	-11.6	4.8	-4.3	-1.0	-0.6	1.3
COc1cccc(S(=O)(=O)N[C@H]2C=C[C@H](CC(=O)NC3CCC3)O[C@@H]2CO)c1	10.6	7.9	5.0	-7.7	-5.9	-0.5	0.6	8.4
NC(=O)c1ccc[n+](Cc2cccc3ccccc23)c1	0.9	-3.9	18.8	-5.2	-0.9	-2.2	-8.0	5.1
CC(C)n1nccc1N(Cc1ccc(C#N)cc1)S(=O)(=O)c1ccccc1	4.6	-6.5	-11.7	3.9	-2.3	8.6	-0.5	-6.1
Cc1ccc(C)c(OCCC(=O)OCC(=O)Nc2cc(S(=O)(=O)N3CCCCC3)ccc2C)c1	0.3	.	.	6.8	-1.8	-7.3	0.5	10.4
CN(C)c1nc(N(C)C)n(Cc2c(Cl)cccc2Cl)n1	-0.7	.	7.1	16.2	0.0	5.3	-6.0	0.8
COc1ccc(OC)c(C(C)NC(=S)NC2CCCCC2)c1 (configuration not stated)	9.4	.	-19.1	15.2	-4.2	-1.7	1.0	9.2
CC(C(=O)OCC(=O)Nc1cccc(S(=O)(=O)N2CCOCC2)c1)N1C(=O)c2ccccc2C1=O (configuration not stated)	0.1	-4.0	-17.0	9.7	-8.5	0.9	1.8	36.0
CC(C)(C)c1ccc(Oc2cccc(C3CC(=O)C(C4NCCc5ccccc54)C(=O)C3n3cncn3)c2)cc1 (configuration not stated)	0.6	-19.3	.	.	-3.8	12.3	-5.4	.
COc1ccccc1NCC(=O)c1ccc(C)c(C)c1	-1.8	-14.7	1.5	-18.2	-3.3	1.2	0.4	-10.2
CN(C)c1ccc(-c2sc(Nc3ccccc3)n[n+]2-c2ccc(F)cc2)cc1	9.0	.	-43.4	1.6	1.6	6.0	3.7	-11.7
CN(Cc1nc2ccccc2c(=O)[nH]1)C(=O)c1cc(C2CC2)nn1-c1ccccc1	0.9	-6.6	3.7	20.9	-5.5	0.3	-2.8	10.2
COc1cc(CN(C)Cc2ccccc2)cc(OC)c1O	2.0	1.7	.	12.6	.	7.7	-5.3	.
O=C(O)CCCC(=O)Nc1ccc(Oc2ncnc3cc(Cl)ccc23)nc1	-2.8	-2.2	0.3	21.3	-2.1	4.6	2.2	0.1
O=C(Cn1cc(C(=O)c2ccco2)c2ccccc21)Nc1ccccc1	-1.4	.	.	.	18.0	20.8	-6.7	.
Cc1ccc(C(c2cc(Cl)c3cccnc3c2O)N2CCN(C)CC2)cc1 (configuration not stated)	3.0	5.6	.	.	.	-55.0	5.5	.
Cc1c(NC(=S)NC(NC(=O)C(C)(C)C)C(Cl)(Cl)Cl)c(=O)n(-c2ccccc2)n1C (configuration not stated)	0.6	6.0	-6.4	27.9	-1.4	.	-4.1	10.7
Clc1cccc(Cn2ncc3ccccc32)c1	7.3	.	19.4	-9.3	-3.5	-5.6	-5.1	9.0
Fc1cccc(NC(=S)NCc2cccnc2)c1	.	.	1.7	-13.8	5.0	.	.	-1.7
COc1ccc2c(C)cc(N3CCN(c4ccc(F)cc4)CC3)nc2c1	-3.0	-21.5	9.7	.	1.1	-12.8	-3.9	3.8
COCCNC(=O)/C(C#N)=C/c1ccc(OCc2ccccc2)cc1	1.3	-2.6	-6.0	-60.9	0.9	-4.6	-7.2	-36.2
CCOC(=O)CN[C@H]1CCC2C3CC=C4C[C@@H](O)CC[C@]4(C)C3CC[C@@]21C (some centres not stated)	.	.	-8.4	-5.0	4.4	.	.	4.6
Cc1occc1C(=O)NNS(=O)(=O)c1ccc(Cl)cc1	1.1	-4.0	1.6	0.3	0.3	.	0.4	11.0
O=C(c1cnc(-c2ccc(Cl)cc2)s1)c1ccc(Cl)cc1Cl	0.6	12.0	-8.4	.	-11.1	-1.9	-8.0	12.5
CS(=O)(=O)NCCSc1cc(C(F)(F)F)nc2ccccc12	.	.	12.0	-14.9	-1.4	-0.8	.	-0.2
CCN(CC)S(=O)(=O)c1ccc2oc(Nc3ccc4c(c3)OCCO4)nc2c1	-2.3	-5.0	-1.9	.	-2.6	2.7	2.8	20.0
Oc1c(Br)cc(CNC2CCCCC2)cc1Br	-5.7	9.6	6.5	1.7	-2.5	-10.9	3.3	-6.4
O=C(N/N=C/c1ccc2c(c1)OCO2)c1ccn(Cc2ccc(Cl)cc2)n1	-0.8	-3.4	-11.8	-23.6	-6.1	0.8	-0.6	6.8
